Bcl-XL Bim block = human Bim-Bcl-XL interaction inhibition; Q07817; Bim peptide-Bcl-XL binding, bead flow cytometry, fluorescence; inhibition, % at 10 µM; hit rate 0.04% among 190,000
Target sequence (Q07817 whole entry, looked up): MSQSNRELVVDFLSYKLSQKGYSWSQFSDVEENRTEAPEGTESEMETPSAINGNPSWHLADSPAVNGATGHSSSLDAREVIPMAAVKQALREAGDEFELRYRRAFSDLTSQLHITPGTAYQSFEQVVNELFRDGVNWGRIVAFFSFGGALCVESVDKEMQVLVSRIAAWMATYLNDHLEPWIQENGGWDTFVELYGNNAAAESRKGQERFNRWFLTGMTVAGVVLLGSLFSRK
ABCB1 inh = inhibitors of human ABCB1 transporter, ABCG2 counter-screen. hit rate 0.067% among 190,000. P08183. CCRF-Adr cells, JC-1 efflux, flow cytometry. inhibition, % at 6.6 µM; in the data active = inhibition above about 40%;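 note: 0% = vehicle and 100% = reference inhibitor; higher value means more JC-1 retained so stronger ABCB1 efflux block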
Bcl-B Bim block = disrupts Bim peptide binding to human Bcl-B; inhibition, % at 10 µM; bead-based flow cytometry; Q9HD36; AID 951; hit rate 0.073% among 190,000;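 note: 0% = tracer peptide without compound and 100% = reference inhibitor peptide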
ABCG2 block = blocks JC-1 efflux by human ABCG2 transporter. IgMXP3 cells, flow cytometry. inhibition, % at 6.6 µM. hit rate 0.1% among 190,000. AID 1325;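 active = inhibition above 80%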;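 note: 0% = DMSO and 100% = nicardipine control wells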
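Test system: ABCG2 IgMXP3 and barcoded ABCB1 CCRF-Adr cell mix; Schedule: cells with compound and JC-1, 10 min at 25 °C, rotating, no wash; Technique: flow cytometry of retained JC-1 fluorescence; Measure: % inhibition of efflux relative to nicardipine and DMSO; Controls: nicardipine high and DMSO low controls.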
RGS7-Gao reg = human RGS7-Galphao interaction regulation; hit rate 0.35% among 220,000; binding response (% of control), % at 10 µM; Multiplexed bead flow cytometry, RGS7-Galphao binding; actives lie on both sides; P09471; AID 1439; in the data active = binding response below about 49% or above about 150%; inconclusive = no clear call, values can overlap the other calls; inactive = in between;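 note: fluorescent Galphao held in activated GDP-AlF4 state binding bead-coupled RGS7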
Target sequence (P09471 whole entry, looked up): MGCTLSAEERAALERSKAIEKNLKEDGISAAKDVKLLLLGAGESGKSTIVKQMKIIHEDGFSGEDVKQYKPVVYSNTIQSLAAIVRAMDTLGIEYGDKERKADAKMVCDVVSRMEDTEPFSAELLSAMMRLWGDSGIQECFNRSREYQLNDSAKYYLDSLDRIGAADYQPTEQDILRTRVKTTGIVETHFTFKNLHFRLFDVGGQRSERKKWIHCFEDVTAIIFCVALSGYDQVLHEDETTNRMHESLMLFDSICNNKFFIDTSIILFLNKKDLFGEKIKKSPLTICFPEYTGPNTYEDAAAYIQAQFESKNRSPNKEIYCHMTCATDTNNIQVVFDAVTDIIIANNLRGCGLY
RGS4-Gao reg = modulates binding of RGS4 to human Galphao; P09471; Multiplexed bead flow cytometry; actives lie on both sides; binding response (% of control), % at 10 µM; hit rate 0.33% among 220,000; AID 1415; in the data active = binding response below about 49% or above about 150%; inactive = in between;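 note: fluorescent Galphao activated with aluminum fluoride binding bead-coupled RGS4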
RGS8-Gao = human RGS8-Galphao interaction regulation; multiplexed bead flow cytometry, RGS8-Galphao binding; actives lie on both sides; response (percent of control binding), % at 10 µM; AID 1423; P09471; hit rate 0.34% among 220,000; in the data active = response below about 60% or above about 140%; inactive = in between;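 note: Galphao activated as the GDP aluminium fluoride complex binding bead-coupled RGS8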
GSH bead fluor = compound fluoresces at 488/530 nm on GSH beads; fluorescence (KMESF) at 10 µM; hit rate 0.25% among 190,000; GSH beads flow cytometry, compound fluorescence 488/530 nm; active compounds read high; AID 1776; in the data active = fluorescence above about 89;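 note: glutathione beads carrying GST-tagged Bcl family fusion proteins plus one bare bead set; values are compound well signal with DMSO vehicle wells as background; inactives centre near 16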
Bim-Bcl-2 = human Bim-Bcl-2 interaction inhibition | P10415 | Bead-based flow cytometry, Bim peptide-Bcl-2 binding | inhibition, % at 10 µM | hit rate 0.06% among 190,000 | AID 950; in the data active = inhibition above about 40%; inconclusive = no clear call, values can overlap the other calls;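 note: 0% = no compound wells with probe peptide and 100% = reference peptide inhibitor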
Target sequence (P10415 whole entry, looked up): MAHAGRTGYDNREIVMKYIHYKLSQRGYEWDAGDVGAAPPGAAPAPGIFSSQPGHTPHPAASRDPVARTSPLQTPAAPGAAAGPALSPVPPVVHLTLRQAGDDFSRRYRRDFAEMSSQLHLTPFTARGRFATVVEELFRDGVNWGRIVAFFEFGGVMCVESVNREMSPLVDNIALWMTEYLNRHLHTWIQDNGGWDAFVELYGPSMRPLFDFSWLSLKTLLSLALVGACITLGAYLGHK
Bfl-1 Bim block = inhibitors of Bim-Bfl-1 interaction, human | Q16548 | Bead-based flow cytometry, Bim-Bfl-1 binding inhibition | inhibition, % at 10 µM | hit rate 0.12% among 190,000;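 note: 0% = wells without compound plus tracer and 100% = blocker peptide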
Bcl-W Bim block = disrupts Bim peptide binding to human Bcl-W; Q92843; bead-based flow cytometry; hit rate 0.02% among 190,000; inhibition, % at 10 µM;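 note: 0% = bound tracer without compound and 100% = peptide blocker; higher means less fluorescent Bim peptide bound to Bcl-W beads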
Target sequence (Q92843 whole entry, looked up): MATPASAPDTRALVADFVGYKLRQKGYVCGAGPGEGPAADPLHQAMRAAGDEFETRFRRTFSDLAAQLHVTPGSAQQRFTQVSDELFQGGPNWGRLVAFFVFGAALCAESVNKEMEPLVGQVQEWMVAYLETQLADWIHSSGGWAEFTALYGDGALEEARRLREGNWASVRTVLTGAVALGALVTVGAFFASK
* marks the source's active call; other numbers are inactive results; ? = inconclusive; . = not tested or not shown. Cut-off read from the data, not from the text of the source, unless noted: active = inhibition above about 40%.

Key to letters – A = Bcl-XL Bim block; B = ABCB1 inh; C = Bcl-B Bim block; D = ABCG2 block; E = RGS7-Gao reg; F = RGS4-Gao reg; G = RGS8-Gao; H = GSH bead fluor; I = Bim-Bcl-2; J = Bfl-1 Bim block; K = Bcl-W Bim block
1. CCOC(=O)CSc1nnc(-c2ccc(OC)cc2OC)o1
  A = 0; B = 0.3; C = -1; D = 1; E = 101; F = 101; G = 102; H = 20; I = -3; J = 0; K = -1
2. COC(CNC(=O)C(=O)NCC1OCCN1C(=O)c1ccc(Cl)cc1)OC (stereo not given)
  A = 0; B = 0.5; C = 0; D = 3; E = .; F = .; G = .; H = 17; I = 0; J = 4; K = 1
3. CCC1CCCCN1C(=O)CSc1nc2ccsc2c(=O)n1Cc1ccccc1 (stereo not given)
  A = 0; B = 1.8; C = 1; D = 7; E = 100; F = 106; G = 101; H = 3; I = -2; J = -8; K = 2
4. O=[N+]([O-])c1nn(-c2ccc3c(c2)OCCO3)n(O)c1=NCCCO
  A = -6; B = -0.3; C = -6; D = 9; E = 95; F = 94; G = 95; H = 26; I = -15; J = -17; K = -1
5. Cc1ccc(C(=O)NCC(=O)OCC(=O)NC2CCCC(C)C2C)s1 (stereo not given)
  A = -4; B = 0.2; C = -4; D = 0; E = 102; F = 101; G = 105; H = 11; I = -4; J = -10; K = -5
6. Cc1ccccc1OCC(=O)N(Cc1cccs1)C1CCS(=O)(=O)C1 (stereo not given)
  A = 0; B = 1.0; C = -2; D = 5; E = 97; F = 89; G = 94; H = 10; I = 0; J = -1; K = -2
7. Cc1cc(Cl)c(S(=O)(=O)N2CCN(c3ccccn3)CC2)cc1OCC(N)=O
  A = -4; B = 1.9; C = 0; D = 3; E = 104; F = 102; G = 104; H = 11; I = -8; J = -5; K = -2
8. COc1ccc(C)cc1NC(=S)Nc1ccccc1SC
  A = -2; B = 0.0; C = -4; D = 0; E = 99; F = 101; G = 105; H = 24; I = -3; J = -9; K = 1
9. CCCCC1(CC(=O)OC)C(=O)N(c2ccccc2)N(c2ccccc2)C1=O
  A = -6; B = 0.6; C = -5; D = 0; E = 99; F = 99; G = 102; H = 9; I = -7; J = -6; K = -4
10. CCc1ccc(C2=CC(c3cc(Br)ccc3F)n3ncnc3N2)cc1 (stereo not given)
  A = -8; B = 0.3; C = -7; D = 1; E = 87; F = 85; G = 92; H = 18; I = 1; J = -3; K = -4
11. CN(C)S(=O)(=O)c1cccc(C(=O)OCC(=O)Nc2sccc2C#N)c1
  A = -10; B = 0.1; C = -3; D = 1; E = -17*; F = -59*; G = 21*; H = 33; I = 0; J = -11; K = 0
12. O=C(Cn1cc(Cl)ccc1=O)c1ccc(Cl)cc1
  A = -7; B = 0.2; C = -6; D = 1; E = 101; F = 100; G = 106; H = 9; I = -5; J = 0; K = -4
13. CCOC(=O)C1=C(CC)OC(N)=C(C#N)C1c1cc(OC)ccc1OC (stereo not given)
  A = -4; B = 1.5; C = -6; D = 50; E = 100; F = 100; G = 102; H = 25; I = -9; J = -14; K = 0
14. CCOC(=O)CC(NS(=O)(=O)Cc1ccccc1)c1ccc(C)cc1 (stereo not given)
  A = -4; B = 1.2; C = 0; D = 9; E = 102; F = 101; G = 104; H = 4; I = 0; J = 1; K = -1
15. COc1ccc(-c2cc(C(F)F)n3ncc(C(=O)n4ccnc4C)c3n2)cc1
  A = -7; B = -1.7; C = 0; D = -16; E = 103; F = 100; G = 105; H = 10; I = 0; J = 0; K = -6
16. CC(=O)Nc1ccc(NC(=O)CSc2nc3ccccc3o2)cc1
  A = 11; B = 0.3; C = 12; D = 2; E = 80; F = 88; G = 96; H = 7; I = 15; J = 17; K = 11
17. CCC(C)NC(=O)CN(c1ccc(Cl)c(Cl)c1)S(C)(=O)=O (stereo not given)
  A = -4; B = 2.6; C = -6; D = 4; E = 95; F = 96; G = 100; H = 10; I = -1; J = -9; K = -4
18. CC1CCN(c2oc(-c3ccccc3F)nc2C#N)CC1
  A = -5; B = -1.0; C = -6; D = 0; E = 97; F = 101; G = 99; H = 18; I = -7; J = -12; K = 2
19. COC(=O)c1cnn2c(C(F)(F)F)cc(-c3ccccc3)nc12
  A = -4; B = -0.2; C = -7; D = 22; E = 99; F = 103; G = 103; H = 28; I = 0; J = 2; K = 0
20. CCCc1cc(NCC2CCCO2)n2c(nc3ccccc32)c1C#N (stereo not given)
  A = -5; B = 5.0; C = 0; D = 4; E = 101; F = 101; G = 93; H = 16; I = -1; J = -2; K = -1
21. O=c1c2ccccc2ncn1Cc1cccc2ccccc12
  A = -4; B = 1.8; C = -11; D = 7; E = ?; F = 100; G = 99; H = 17; I = -2; J = -7; K = -2
22. Cc1ccc2nc(N3C(=O)C(O)=C(C(=O)c4ccco4)C3c3cccs3)sc2c1 (stereo not given)
  A = -7; B = -0.8; C = -10; D = -14; E = 100; F = 101; G = 99; H = 23; I = -8; J = -15; K = -2
23. CCOC(=O)c1nc(NCc2cccc(OC)c2)c2ccccc2n1
  A = -3; B = 0.1; C = -1; D = 1; E = 102; F = 100; G = 102; H = 16; I = 0; J = -1; K = 0
24. COC(=O)/C(=C/c1c[nH]c2ccccc12)[N+](=O)[O-]
  A = -4; B = -2.7; C = -6; D = -4; E = 97; F = 103; G = 103; H = 27; I = -6; J = -12; K = -3
25. O=C(NCCN1CCOCC1)c1cc(Cl)ccc1[N+](=O)[O-]
  A = -6; B = 0.1; C = -6; D = 5; E = 99; F = 100; G = 103; H = 10; I = -3; J = -8; K = -6

Single records, as listed above. Order of screens: Bcl-XL Bim block | ABCB1 inh | Bcl-B Bim block | ABCG2 block | RGS7-Gao reg | RGS4-Gao reg | RGS8-Gao | GSH bead fluor | Bim-Bcl-2 | Bfl-1 Bim block | Bcl-W Bim block
CC1CCN(c2oc(-c3ccccc3F)nc2C#N)CC1 reads -5 | -1.0 | -6 | 0 | 97 | 101 | 99 | 18 | -7 | -12 | 2
O=[N+]([O-])c1nn(-c2ccc3c(c2)OCCO3)n(O)c1=NCCCO reads -6 | -0.3 | -6 | 9 | 95 | 94 | 95 | 26 | -15 | -17 | -1
O=C(Cn1cc(Cl)ccc1=O)c1ccc(Cl)cc1 reads -7 | 0.2 | -6 | 1 | 101 | 100 | 106 | 9 | -5 | 0 | -4

Next structures.
Key to letters – A = Bcl-XL Bim block; B = ABCB1 inh; C = Bcl-B Bim block; D = ABCG2 block; E = RGS7-Gao reg; F = RGS4-Gao reg; G = RGS8-Gao; H = GSH bead fluor; I = Bim-Bcl-2; J = Bfl-1 Bim block; K = Bcl-W Bim block
26. CC(=O)C1=C(O)C(=O)N(c2nccs2)C1c1ccccc1 (stereo not given)
  A = -16; B = -0.3; C = -5; D = 0; E = 96; F = 101; G = 100; H = 53; I = -8; J = -14; K = 0
27. Cc1cccc(N(CC(=O)NCCSCc2ccco2)S(=O)(=O)c2ccccc2)c1
  A = 1; B = 1.2; C = 0; D = 2; E = 99; F = 88; G = 100; H = 13; I = 2; J = 0; K = 2
28. O=C(Nc1cccc(F)c1)c1ccc(CSc2ccccc2)o1
  A = -1; B = 1.3; C = -4; D = 19; E = 100; F = 103; G = 102; H = 6; I = 0; J = 2; K = -2
29. O=S(=O)(/N=C(/Nc1cc(N2CCOCC2)ncn1)c1ccc(F)cc1)c1ccccc1
  A = -13; B = 1.4; C = -15; D = 2; E = 100; F = 99; G = 100; H = 34; I = -10; J = -11; K = -3
30. Cn1nnc(NC(=O)c2cccc(F)c2)n1
  A = -5; B = 0.8; C = -8; D = 4; E = 99; F = 100; G = 110; H = 22; I = -8; J = -10; K = -2
31. COc1ccc(NC(=O)[C@@H](NC(=O)c2ccccc2F)C(C)C)cc1S(=O)(=O)N1CCOCC1
  A = -1; B = -0.1; C = -3; D = 0; E = 101; F = 100; G = 99; H = 10; I = -2; J = -6; K = -2
32. CCCC(C(=O)n1nc(C)cc1C)C(NS(=O)(=O)c1ccc(C)cc1)c1ccccc1 (stereo not given)
  A = 0; B = 1.9; C = 0; D = 3; E = 100; F = 99; G = 101; H = 19; I = 0; J = 0; K = 2
33. CCOC(=O)C1=C(C)N(c2ccccc2)C(=O)C1
  A = 0; B = 0.4; C = -5; D = 6; E = 99; F = 99; G = 103; H = 31; I = 0; J = 2; K = 1
34. COC(=O)CNC(=O)c1ccccc1C
  A = -8; B = 1.4; C = -6; D = 13; E = 93; F = 96; G = 97; H = 25; I = -11; J = -18; K = 1
35. COc1ccc(CC(=O)N2N=C(C)CC2(O)C(F)(F)F)cc1 (stereo not given)
  A = -6; B = 0.4; C = -7; D = 4; E = 102; F = 103; G = 107; H = 13; I = -8; J = -16; K = -2
36. Cc1ccccc1Cn1cc(/C=N/n2cnnc2)c2ccccc21
  A = 6; B = 6.7; C = -8; D = 21; E = 101; F = 100; G = 100; H = 24; I = -14; J = -14; K = -2
37. COc1ccccc1CN(C)c1nnnn1-c1ccccc1
  A = -1; B = -0.1; C = -4; D = 0; E = 106; F = 102; G = 102; H = 9; I = 0; J = -5; K = 2
38. CCOC(=O)c1cnc2c(N=Nc3ccccc3)c(N)nn2c1N
  A = -5; B = 0.2; C = -1; D = 4; E = 99; F = 106; G = 105; H = 7; I = 2; J = 1; K = -3
39. Cc1ccc2c(c1)NCC(C(=O)NCc1ccccc1)O2 (stereo not given)
  A = -6; B = -0.6; C = -8; D = 0; E = 101; F = 97; G = 103; H = 14; I = -2; J = -2; K = -7
40. CCCNC(=O)c1cccc(COCC(F)(F)F)c1
  A = -16; B = 0.5; C = -25; D = 3; E = 102; F = 105; G = 106; H = 41; I = -18; J = -15; K = -19
41. Cc1cccc(N2CCC(NCc3c(C(=O)N4CCCCC4)nc4c(C)cccn34)CC2)c1
  A = 2; B = 6.6; C = -1; D = 2; E = 95; F = 97; G = 99; H = 25; I = 2; J = -1; K = 3
42. CCC(=O)NC(=S)NNC(=O)c1ccc(O)cc1
  A = -5; B = 0.0; C = -22; D = -1; E = 98; F = 102; G = 100; H = 60; I = -2; J = -4; K = 0
43. COc1ccc(N(CC(=O)Nc2cccnc2)S(C)(=O)=O)cc1
  A = -1; B = -0.4; C = -4; D = -2; E = 98; F = 101; G = 103; H = 10; I = 0; J = -4; K = 0
44. O=C(c1cc(-c2cccs2)nc2ccccc12)N1CCN(S(=O)(=O)c2cccc(F)c2)CC1
  A = -6; B = 2.2; C = -8; D = 2; E = 99; F = 101; G = 101; H = 17; I = -9; J = -6; K = 0

Entries listed above printed as active in RGS8-Gao.
nr | structure | Bcl-XL Bim block | Bcl-B Bim block | ABCG2 block | RGS7-Gao reg | RGS4-Gao reg | RGS8-Gao | GSH bead fluor | Bim-Bcl-2 | Bfl-1 Bim block | Bcl-W Bim block
11 | CN(C)S(=O)(=O)c1cccc(C(=O)OCC(=O)Nc2sccc2C#N)c1 | -10 | -3 | 1 | -17* | -59* | 21* | 33 | 0 | -11 | 0

Bioassay records (PubChem BioAssay)
